Bioassay records deposited in PubChem BioAssay by National Center for Advancing Translational Sciences (NCATS).
GAA glycogen – alters human alpha-glucosidase cleavage of glycogen; P10253; recombinant GAA, glycogen substrate, Amplex Red glucose oxidase fluorescence; Potency, µM (titrated, usually from 76.4 µM), for inactives: at the highest dose activity change, negative = inhibition, actives largely listed as inhibitors; actives 0.38% (n = 300,000); AID 2100; active means well fitted inhibition curve with a large enough effect; inconclusive means small, poorly fitted or top-dose-only effect, or another doubt; inactive means no such curve, though single readings can be large or run the other way;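 further: 0% = full enzyme reaction and -100% = no-enzyme basal signal; the screen sought inhibitors and activators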
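Recombinant human enzyme (4 nM); glycogen substrate; 37 C, 40 min, pH 5.0. Readout: coupled glucose oxidase/Amplex Red fluorescence.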
The depositor's hits bear a star; ? = inconclusive; & = joins results of further samples; [ ] = another dose, or the depositor's remark. Potency means the concentration at half of the fitted maximal effect.

SMILES | GAA glycogen
Cc1ccc(O)c(NC(=O)CCSc2nc(-c3ccco3)cc(C(F)(F)F)n2)c1 | ?
COc1cccc(N(CC(=O)NC2CC3CCC2C3)S(=O)(=O)c2ccccc2)c1 (stereo not drawn) | 3%
Cc1cccc(NC(=O)c2cc3ccccc3oc2=O)c1 | 17%[76.3 µM]
COc1ccc(Cl)cc1NC(=O)CSc1nnc(C)n2c1cc1occc12 | -4%[76.3 µM]
CCCCOc1ccc(C2=NC(c3ccncc3)=Nc3ccc(OCC)cc3N2)cc1 | -15%[76.3 µM]
COC(=O)Cn1cnc2scc(-c3ccc(C)cc3)c2c1=O | -8%[76.3 µM]
Cc1cccc(OCc2ccc(-c3nc(C#N)c(N4CCN(c5ccccc5)CC4)o3)o2)c1 | -6%[76.3 µM]
Cc1ncc([N+](=O)[O-])n1S(=O)(=O)c1cc(Cl)ccc1Cl | 2%[76.3 µM]
O=C(O)c1ccc2c(=O)n3c(nc2c1)/C(=C/c1cccc(O)c1)CC3 | -1%
CCN1CCC(N(Cc2ccc(F)cc2)C(=O)Nc2cc(C)ccc2C)CC1 | -8%[76.3 µM]
CCc1cccc(C)c1Nc1c(-c2ccc(N3CCOCC3)cc2)nc2ncccn12 | ?
CN1CCCC(OC(=O)c2ccccc2Br)C1 (stereo not drawn) | -13%[76.3 µM]
O=C(Nc1cccc(C(F)(F)F)c1)C1CCCN(S(=O)(=O)c2cccc3nsnc23)C1 (stereo not drawn) | -7%[76.3 µM]
COC(=O)c1cc2sc(C)cc2n1Cc1ccc(F)cc1Cl | -9%[76.3 µM]
CCOc1ccc(NC(=O)CSc2nnc(CNC(=O)c3cccs3)o2)cc1 | 7%[76.3 µM]
COc1ccc(NC(=O)NCCN2CCN(c3cc(OC)ccc3OC)CC2)cc1 | 0%[76.3 µM]
CCCOc1cccc(C(=O)Nc2ccc(-c3cc4ccccc4oc3=O)c(C)c2)c1 | -14%[76.3 µM]
CCCCn1c(SCC(=O)Nc2ccc(NC(C)=O)cc2)nc2ccccc2c1=O | -15%[15.3 µM]
CCCCN(CCCNC(=O)c1cc(Nc2ccc(OC)c(OC)c2)nc2ccccc12)Cc1ccccc1 | -17%[76.3 µM]
Cc1cc(=O)oc2c3c(cc(OCC(=O)NCC(=O)O)c12)OC(C)(C)CC3 | 0%
COc1cccc(C2C(C(=O)Nc3ccccc3OC)=C(C)Nc3nc4ccccc4n32)c1 (stereo not drawn) | 10%[76.3 µM]
COc1ccc(-c2oc3cccnc3c2C#CCO)cc1 | -10%[76.3 µM]
CCCc1ccc(OCC(=O)Nc2sc3c(c2C(=O)OCC)CCC(C(C)(C)C)C3)cc1 (stereo not drawn) | 2%[76.3 µM]
O=C(N/N=C/c1cn(Cc2cccc(F)c2)c2ccccc12)c1cc(O)cc(O)c1 | -6%[76.3 µM]
COCCCNC(=O)c1sc2nc(C)c(C(=O)Nc3ccc(C)cc3C)c(-c3ccc(Br)cc3)c2c1N | 5%[76.3 µM]
Cc1ccc2occ(/C=N/NC(=O)c3ccccc3C)c(=O)c2c1 | -1%[76.3 µM]
CC1=Nc2cc(C(=O)NCCc3ccc(Cl)cc3)ccc2Sc2c(C)ccc(C)c21 | 0%[76.3 µM]
CCOC(=O)N1CCN(C(=O)COCc2cc(-c3ccc4c(c3)OCO4)on2)CC1 | -5%[76.3 µM]
O=C(NC1CCCc2ccccc21)c1ccc([N+](=O)[O-])cc1 (stereo not drawn) | 0%
COc1ccc(CCNC(=O)Cc2c(C)c3c(cc(C)c4c(C)coc43)oc2=O)cc1 | -1%[76.3 µM]
COCCCNC(=O)CN1C(=O)c2cccc3cccc1c23 | -6%[76.3 µM]
COc1cccc(C2/C(=C(\O)c3ccc4c(c3)OCCO4)C(=O)C(=O)N2CCCN2CCOCC2)c1OC (stereo not drawn) | -14%[76.3 µM]
CCN(CC)S(=O)(=O)c1ccc(S(=O)(=O)N2CCC(C(=O)NC3CCN(Cc4ccccc4)CC3)CC2)cc1 | 0%[76.3 µM]
Cc1ccc(Cl)cc1NC(=O)c1cc(NC(=O)C2CCCCC2C(=O)O)ccc1N1CCOCC1 (stereo not drawn) | -19%[76.3 µM]
Cc1ccc(C)c(N2CCN(C(=O)C(CC(C)C)NS(=O)(=O)c3ccc4nc(C)sc4c3)CC2)c1 (stereo not drawn) | -13%[76.3 µM]
CCNS(=O)(=O)c1ccc(CCC(=O)N2CCN(Cc3ccccc3)CC2)cc1 | -12%[76.3 µM]
NS(=O)(=O)c1ccc(CCNC(=O)CCc2nc3ccccc3s2)cc1 | 3%
CCN1CCN(c2ncnc3scc(-c4ccc(C)cc4)c23)CC1 | 4%[76.3 µM]
CC(C)(C)C#CCn1c(/C=[N+](\[O-])C2CCCCC2)nc2ccccc21 | 10%[76.3 µM]
CSCC[C@H](NC(=O)N1CCn2c1nc1ccccc12)C(=O)N[C@H](Cc1ccccc1)C(=O)O | 17%[76.3 µM]
CC1CCN(C(=O)c2cc(-c3ccc(Cl)cc3)on2)CC1 | 9%[76.3 µM]
CCCCn1c(CN2CCN(c3ccc(OC)cc3)CC2)nc2c1c(=O)[nH]c(=O)n2C | 5%[76.3 µM]
CCOc1ccc(C(=O)Nc2ccc(S(=O)(=O)Nc3nccc(C)n3)cc2)cc1OCC | 9%
Cc1cc(CN2CCCC(C(=O)Nc3cccc(-n4cccn4)c3)C2)cc(C)c1O (stereo not drawn) | 9%[76.3 µM]
Cc1cc(NCCOCCO)n2c(nc3ccccc32)c1C#N | -2%
COC(=O)c1cccc(NC(=O)CSc2nnc(-c3ccco3)o2)c1 | 14%
Cc1c(C(=O)Nc2cccc(C(F)(F)F)c2)oc2ccc3c(c12)C(=O)CC(C)(C)O3 | 13%[76.3 µM]
O=C(Nc1cccnc1Cl)c1cc(-c2cccc(Cl)c2)on1 | 2%&2%[76.3 µM]
CCCCC(CC)C(=O)Nc1cc(C(=O)NCCC)ccc1N1CCC2(CC1)CC(c1ccccc1)=NO2 (stereo not drawn) | 6%[76.3 µM]
COc1ccc(NC(=O)C2=CC(c3cccs3)=NS(=O)(=O)N2C)cc1 | 24%&10%[76.3 µM]
CC(NC(=O)CN1C(=O)COc2ccc(S(=O)(=O)N3CCCCCC3)cc21)c1ccccc1 (stereo not drawn) | -1%[76.3 µM]
O=C(Oc1ccc(Cl)c2cccnc12)c1cccnc1 | -2%[76.3 µM]
O=C(c1ccc(Br)cc1)N1CCC(c2nc3ccccc3s2)CC1 | -9%[76.3 µM]
O=C(O)CCC(=O)Nc1ccc(OCC2CCCO2)cc1 (stereo not drawn) | -4%[76.3 µM]
COc1ccccc1NC(=O)COC(=O)C1C2CC3OC(=O)C1C3C2 (stereo not drawn) | -25%
Cc1ccc(NC(=O)c2sc3nc(-c4ccncc4)ccc3c2N)cc1 | -3%[76.3 µM]
COc1cccc2cc(C(=O)NCCc3ccccc3)c(=O)oc12 | -12%
COc1ccc(-n2cc(C(=O)Nc3ccccc3C#N)c3ccccc3c2=O)cc1 | 10%[76.3 µM]
Cc1ccccc1OCC(=O)Nc1ccc2nc(SCC(N)=O)sc2c1 | 17%[76.3 µM]
CCc1nnc(SCC(=O)NCCC2=CCCCC2)nc1CC | 0%[76.3 µM]

Next structures follow.
SMILES | GAA glycogen
COc1ccc(CNS(=O)(=O)c2ccc(NC(=O)N3CCCCC3)cc2)cc1 | -4%[76.3 µM]
O=C(Nc1nc2c(F)cccc2s1)C1CC1 | -1%[76.3 µM]
Cc1ccccc1C(=O)Nc1nnc(S(=O)(=O)N2CCc3ccccc32)s1 | 0%[76.3 µM]
CCCOc1cccc(C2C(C(=O)c3ccco3)=C(O)C(=O)N2c2nnc(C)s2)c1 (stereo not drawn) | 0%
COc1cc(C)c(C(C)C)cc1S(=O)(=O)NC1CC(C)(C)NC(C)(C)C1 | 6%[76.3 µM]
O=C(CC(C(=O)O)c1ccc(Cl)cc1Cl)c1ccc(Cl)cc1 (stereo not drawn) | 2%
CN1CCN(C(=O)c2ccc3c(c2)N(Cc2ccc(C(F)(F)F)cc2)C(=O)c2ccccc2S3)CC1 | -13%[76.3 µM]
COc1ccc(C(=O)NC(=S)N2CCN(c3ccccc3OC)CC2)cc1 | -4%
COc1ccccc1OCCCCn1ncc2ccc(OC)c(OC)c2c1=O | -1%
COc1ccc(CN2C(=O)C(NC(=O)c3ccc(C)cc3)(C(F)(F)F)N=C2c2ccccc2)cc1 (stereo not drawn) | -1%[76.3 µM]
Cc1nc2sc3c(=O)[nH]nnc3c2c(C)c1Br | -6%
O=c1c2cc(Br)ccc2nc(-c2ccccc2)n1O | -1%
CCOC(=O)Cc1ccc(NC(=O)N2CC(CC)Oc3ccccc32)cc1 (stereo not drawn) | 14%[76.3 µM]
Clc1ccc(CN2CCC(CNc3ncnc4onc(-c5ccc(Cl)cc5)c34)CC2)cc1 | 10%[76.3 µM]
Cn1cc(S(=O)(=O)c2ccccc2)c(=O)c2cc(F)c(N3CCN(c4ccc(F)cc4)CC3)cc21 | 13%[76.3 µM]
COCCn1c(SCC(=O)Nc2ccccc2)nnc1-c1ccoc1C | 1%
CC(=O)CSc1nnc(-c2ccc(S(=O)(=O)N3CCCC3)cc2)n1C | -5%
CC(C)Oc1ccc(C(=O)Nc2ccc(N3CCN(C(=O)c4ccco4)CC3)cc2)cc1 | -1%
CC(C)CCNC(=O)CCCn1c(=O)c2cccn2c2ccccc21 | 13%[76.3 µM]
CN1CCN(c2nc(-c3ccc(Cl)cc3)cc(=O)[nH]2)CC1 | 1%[76.3 µM]

By substructure: those above with two or more sulfur atoms (9)
SMILES | GAA glycogen
O=C(Nc1cccc(C(F)(F)F)c1)C1CCCN(S(=O)(=O)c2cccc3nsnc23)C1 (stereo not drawn) | -7%[76.3 µM]
CCOc1ccc(NC(=O)CSc2nnc(CNC(=O)c3cccs3)o2)cc1 | 7%[76.3 µM]
CCN(CC)S(=O)(=O)c1ccc(S(=O)(=O)N2CCC(C(=O)NC3CCN(Cc4ccccc4)CC3)CC2)cc1 | 0%[76.3 µM]
Cc1ccc(C)c(N2CCN(C(=O)C(CC(C)C)NS(=O)(=O)c3ccc4nc(C)sc4c3)CC2)c1 (stereo not drawn) | -13%[76.3 µM]
NS(=O)(=O)c1ccc(CCNC(=O)CCc2nc3ccccc3s2)cc1 | 3%
COc1ccc(NC(=O)C2=CC(c3cccs3)=NS(=O)(=O)N2C)cc1 | 24%&10%[76.3 µM]
Cc1ccccc1OCC(=O)Nc1ccc2nc(SCC(N)=O)sc2c1 | 17%[76.3 µM]
Cc1ccccc1C(=O)Nc1nnc(S(=O)(=O)N2CCc3ccccc32)s1 | 0%[76.3 µM]
CC(=O)CSc1nnc(-c2ccc(S(=O)(=O)N3CCCC3)cc2)n1C | -5%

Three of the entries above in order of the GAA glycogen value, descending.
SMILES | GAA glycogen
O=C(NC1CCCc2ccccc21)c1ccc([N+](=O)[O-])cc1 (stereo not drawn) | 0%
Cc1nc2sc3c(=O)[nH]nnc3c2c(C)c1Br | -6%
COc1cccc2cc(C(=O)NCCc3ccccc3)c(=O)oc12 | -12%

More compounds.
SMILES | GAA glycogen
COc1ccc(-c2csc(N(CCCN(C)C)C(=O)c3ccc(Br)cc3)n2)cc1 | 10%[76.3 µM]
CCOc1ccc(NC(=O)c2ccc3c(c2)CCN3S(=O)(=O)CC)cc1 | -3%[76.3 µM]
Cc1cccc(N(C)C(=O)c2cc(S(=O)(=O)N3CCCCC3)c[nH]2)c1 | 16%[76.3 µM]
Cc1ccc(NC(=O)CS(=O)c2ccccc2N)c(C)c1 (stereo not drawn) | -1%
COc1ccc(N2CC(C(=O)N[C@@H](C)C(=O)NC3CCCCC3)CC2=O)cc1 (stereo partly drawn) | -5%[76.3 µM]
Cc1cccc(C)c1NC(=O)C1CCCN1S(=O)(=O)c1ccc(-c2ccc(=O)[nH]n2)s1 (stereo not drawn) | -3%[76.3 µM]
CCCC[C@]12Cc3cc(C#N)ccc3C(O1)c1c(cc(C)n(-c3ccccc3)c1=O)O2 | 8%[15.3 µM]
Cc1cc(C)cc(NC(=O)NC2CCCCCCC2)c1 | -9%[76.3 µM]
COc1ccc(-c2noc(CN(C)C(=O)c3ccc4c(c3)OCO4)n2)cc1 | -7%
CCc1nc2ccc(C(=O)NC3CCC(C)CC3)cc2nc1CC (stereo not drawn) | -2%[76.3 µM]
CC(C)[C@H](NC(=O)N1c2ccccc2NC(=O)[C@@H]1C(C)C)C(=O)N[C@H](C(=O)O)c1ccccc1 | 10%[76.3 µM]
CN(CC(=O)Nc1ccc(N2CCOCC2)cc1)C(=O)c1cc(S(=O)(=O)N(C)C)ccc1Cl | 5%[76.3 µM]
O=C(CC1C(=O)NCCN1C/C=C/c1ccccc1)NCCc1cnccn1 (stereo not drawn) | 5%[76.3 µM]
CCOC(=O)C1CCN(C/C=C/c2ccccc2[N+](=O)[O-])CC1 | 4%[76.3 µM]
O=C(Nc1ccc(F)cc1)C1(S(=O)(=O)c2ccc(Cl)cc2)CC1 | -5%
O=C(COc1ccccc1)N1CCN(C(=O)c2ccccc2F)CC1 | 1%
CCOC(=O)N1CCC(NC(=O)c2ccc(CS(=O)c3cccc(C)c3)o2)CC1 (stereo not drawn) | -10%[76.3 µM]
CCc1nnc(NC(=O)c2ccc(S(=O)(=O)N3CCCC3)cc2)s1 | -13%
NC(=O)c1ccc(NC(=O)CS(=O)(=O)c2cn(CC(=O)N3CCCC3)c3ccccc23)cc1 | -5%[76.3 µM]
NC(=O)CCN1CCN(S(=O)(=O)/C=C/c2ccccc2)CC1 | -3%[76.3 µM]
O=C(CCNC(=O)C1CCN(S(=O)(=O)c2ccccc2)CC1)Nc1cccc(C(F)(F)F)c1 | -10%[76.3 µM]
O=C(CC1(CC2=NS(=O)(=O)c3ccccc3N2)CCCC1)NCCc1ccccc1 | -2%[76.3 µM]

These rows are one share of the data; the hit share may differ from the screen's.
